# Bioassay records: PubChem, several laboratories
# KKLEB tox: CF airway cell cytotoxicity counter-screen | activity change (cytotoxicity), % at 5 µM | KKLEB CF airway cells viability, ATPlite luminescence, overnight; stronger effect = lower value; cells stimulated with P. aeruginosa culture filtrate | actives 0.36% (n = 360,000);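 active = corrected activity change at or below -50% at 5 µM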
# NR2E3 ag-1: agonists of human nuclear receptor NR2E3; Q9Y5X4; GST-NR2E3/biotin-RetCOR TR-FRET, 1536-well; inhibition of corepressor binding, % at 4.78 µM; actives 0.12% (n = 320,000); AID 2300;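 active = percent inhibition above the cutoff of mean plus 3 SD of all tested compounds, set per screening campaign, cut at about 20% in these data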;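 note: 0% = DMSO wells and 100% = biotin wells as full block of FRET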
# Target sequence (Q9Y5X4 whole entry, looked up): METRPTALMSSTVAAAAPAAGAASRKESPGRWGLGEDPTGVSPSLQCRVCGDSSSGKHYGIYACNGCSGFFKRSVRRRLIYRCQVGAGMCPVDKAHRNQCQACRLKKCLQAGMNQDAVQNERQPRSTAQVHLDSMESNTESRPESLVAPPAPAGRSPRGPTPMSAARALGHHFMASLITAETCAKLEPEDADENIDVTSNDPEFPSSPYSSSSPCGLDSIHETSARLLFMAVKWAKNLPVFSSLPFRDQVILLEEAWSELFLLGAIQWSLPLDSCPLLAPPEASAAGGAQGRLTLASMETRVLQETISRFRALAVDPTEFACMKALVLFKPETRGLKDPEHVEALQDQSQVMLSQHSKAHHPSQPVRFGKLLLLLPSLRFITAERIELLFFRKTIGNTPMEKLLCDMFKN
#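 Format: 1536-well format; test system: GST-NR2E3 and biotin-RetCOR proteins; read-out basis: percent inhibition of TR-FRET ratio; timing: 5 h incubation at 4 °C; detection: time-resolved FRET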
# CF NFkB inh: blocks PAF-induced NF-kB reporter in cystic fibrosis cells | inhibition, % at 5 µM | actives 0.86% (n = 360,000) | AID 588850 | KKLEB NF-kB-GFP reporter, GFP fluorescence overnight;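 active = at least 50% inhibition at 5 µM, scaled per plate between neutral and stimulator controls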;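 note: PAF is a Pseudomonas aeruginosa culture filtrate used as stimulus; plate controls were PAF-stimulated DMSO wells for no effect and unstimulated DMSO wells for full effect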
# EBV LMP1 NFkB: inhibitors of Epstein-Barr LMP1-induced NF-kappaB reporter; AID 504558; actives 0.69% (n = 350,000); inhibition, % at 12.5 µM; LMP1-induced NF-kappaB luciferase reporter cells, luminescence; in the data active = inhibition above about 41%;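 note: 0% = neutral control wells and 100% = reference inhibitor control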
# iPSC survival up: enhancers of human iPSC single-cell survival; hiPSC single-cell survival, ATPlite luminescence; 100% = ROCK inhibitor wells, 0% = DMSO; survival enhancement, % at 20 µM; actives 0.044% (n = 360,000); in the data active = survival enhancement above about 18%;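 note: cells exposed to compounds for 16 hours before the ATP read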
# Shn3 3UTR inh: reduces Shn3 3'UTR luciferase signal in osteoblasts | Clone20 osteoblast Shn3 3'UTR firefly luciferase, 24 h | inhibition, % at 12.5 µM | actives 0.52% (n = 360,000) | AID 588674;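 active = mean inhibition of at least 75% with every replicate also reaching 75%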;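 note: 0% = median of neutral control wells and 100% = pilot-screen positive control compound; some compounds past the cut are filed as inactive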
# TRAIL sens C8: sensitizes caspase-8 expressing cells to TRAIL; NB7+C8 cells + TRAIL, ATPlite viability luminescence; inhibition (viability loss, TRAIL sensitization), % at 10 µM; actives 1% (n = 360,000);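 active = compounds causing at least 50% loss of cell viability in the single-dose screen, relative to plate controls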
# NR2E3 ag-2: activates human NR2E3 receptor. Q9Y5X4. CHO-S Gal4-NCOR/VP16-NR2E3 two-hybrid, luciferase. inhibition of corepressor binding, % at 3.98 µM. AID 602229. actives 0.35% (n = 360,000);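 active = inhibition above the mean of all tested compounds plus 3 SD, cut at about 70% in these data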;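 note: 0% = DMSO with NR2E3 transfected cells and 100% = cells lacking NR2E3 construct; higher means lower luciferase signal from less NR2E3 corepressor binding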
# MITF TRPM1 inh: reduces MITF-dependent TRPM1 promoter luciferase signal; inhibition, % at 12.5 µM; actives 0.83% (n = 330,000); SK-MEL-5 TRPM1 promoter luciferase, 24 h; AID 488899;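 active = mean inhibition across replicates of 60% or more, whatever share of single replicates reaches that level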; note: values of inactives mirror those of a sister screen read the other way
# HIF-2a block: blocks HIF-2a reporter activity; 786-0 RCC cells HIF-2a reporter, luciferase luminescence, overnight; inhibition, % at 18.8 µM; actives 0.72% (n = 360,000); AID 624352;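 active = inhibition of the luminescence signal of 40% or more relative to plate controls, in a single-dose primary screen at 18.75 µM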
# Peg3 prom inh: reduces Peg3 promoter-driven luciferase expression in HeLa. HeLa PEG-Prom luciferase reporter, luminescence, overnight. actives 1.7% (n = 360,000). AID 588405. inhibition, % at 20 µM;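 active = inhibition of at least 50% at 20 µM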
# * hit, by the source's call; . = no result given. A portion of the library; count on the stated rates, not on these rows.
SMILES,KKLEB tox,NR2E3 ag-1,CF NFkB inh,EBV LMP1 NFkB,iPSC survival up,Shn3 3UTR inh,TRAIL sens C8,NR2E3 ag-2,MITF TRPM1 inh,HIF-2a block,Peg3 prom inh
NNC(=O)C1C(O)CCC2CN3CCc4c([nH]c5ccccc45)C3CC21 (stereo not given),-5,.,5,-6,-0.1,-2,-13,-10,1,0,5
O=C(CSc1nnc2c(n1)[nH]c1ccccc12)Nc1ccc2c(c1)OCO2,-6,1,-11,4,1.1,13,-4,-18,-11,-92,-37
c1ccc(Oc2ccc(-c3ccnc4nc(N5CCN(c6ccccc6)CC5)nn34)cc2)cc1,-2,1,0,-4,0.3,10,-1,-9,-3,-6,2
Cc1ccc(NC(=O)Cn2nc(-c3ccccc3Cl)ccc2=O)c(Br)c1,11,-5,4,-5,-0.1,-1,-13,-21,6,20,0
CC(=O)c1ccc(NC(=S)NCCc2ccc(S(N)(=O)=O)cc2)cc1,9,-1,-11,-10,-0.3,-22,12,-34,-36,-129,-99
CC1CCCN(Cc2nc(Cc3ccccc3Cl)no2)C1 (stereo not given),13,1,0,-5,-0.3,2,-13,-19,-27,-76,-95
CCOc1ccccc1N1CC(C(=O)Nc2ccc3c(c2)OCCO3)CC1=O (stereo not given),8,-3,-1,-2,-0.4,-20,4,-45,-2,-21,-19
COC(OC)c1ccnc(-c2ccc(OC(C)=O)cc2)n1,-1,0,7,0,-0.5,-8,-3,-7,-8,-23,-28
O=C(CCNC(=O)c1ccc(Br)cc1)NCc1ccncc1,4,-1,-1,2,0.8,1,-18,-4,5,5,4
O=C(NCc1n[nH]c(=S)n1-c1ccccc1)c1cccs1,-5,5,4,-2,-0.8,11,-1,0,5,6,-1
COCCn1nnnc1C(c1cc2cccc(C)c2[nH]c1=O)N1CCN(c2ccccc2F)CC1 (stereo not given),-3,4,-10,-8,4.2,-9,-5,-6,5,-22,8
Cc1cccc(NC(=O)Nc2nnc([C@H]3C[C@H](O)[C@@H](CO)O3)s2)c1,13,.,7,.,-3.6,-2,1,-14,.,-19,1
Cc1ccccc1-n1c(C)nnc1SCc1cc(=O)oc2ccc3ccccc3c12,22,-3,-3,-1,-0.9,-19,-6,8,0,11,27
Cc1cc(C)nc(NC(=S)Nc2cccc(Cl)c2Cl)c1,-14,7,10,-7,-0.4,-7,-3,14,-5,-19,-4
O=C(COC(=O)c1ccc(O)cc1O)Nc1ncc(Cl)cc1Cl,14,-1,6,-2,-0.3,7,0,19,8,-1,5
Cn1ccc2c(-c3ccc(C(F)(F)F)cc3)cc3c(c21)C1CCC3C1 (stereo not given),-27,.,20,.,1.2,-4,3,0,.,5,2
O=C(COC(=O)CNC(=O)C1CCCCC1)NCc1ccc(Cl)cc1,-1,.,-15,2,-0.2,-2,1,-21,-3,8,4
CC(C)N1CCc2c(sc(NC(=O)c3ccc4ccccc4c3)c2C(N)=O)C1,-19,2,-57,8,-0.4,0,44,-25,-51,-114,13
Cc1ccccc1Cn1c2ccccc2c2cnn(CC(=O)NCc3ccco3)c(=O)c21,-5,-1,6,-4,0.3,4,27,13,19,13,6
COc1ccc([N+](=O)[O-])cc1NC(=O)COC(=O)/C=C/c1ccco1,-5,0,-2,-6,0.4,8,-4,-6,3,14,2
Cn1c(=O)c2c(ncn2CC(=O)OCC(=O)c2ccc(Cl)cc2)n(C)c1=O,-1,0,12,-5,-0.5,4,-6,-16,-19,7,6
O=C(COC(=O)C1(c2ccccc2)CC1)NNC(=O)c1ccccc1F,4,0,-8,3,-0.5,0,10,-20,5,10,18
COc1ccc(C2c3sc(=O)[nH]c3SC3C(=O)N(c4ccccc4)C(=O)C32)cc1 (stereo not given),6,2,-4,12,-0.7,-24,-4,-40,8,-65,-26
COC(=O)c1cc(NS(=O)(=O)c2ccc3c(c2)CCC(=O)N3)cc(C(=O)OC)c1,8,-2,-12,-6,1.4,1,-4,-17,1,6,10
O=C(c1cc(C2CC2)nn1-c1ccccc1)N1CCN(Cc2c(F)cccc2Cl)CC1,-3,1,11,0,-0.1,-18,-2,-4,12,11,7
O=C(NCc1ccc(Cl)cc1)c1cc(S(=O)(=O)N2CCCCC2)c[nH]1,-18,3,22,-2,2.1,-8,2,-17,.,16,9
COc1ccc(N2C(=O)C(CN3CCCCC3)C2c2ccccc2)cc1 (stereo not given),-8,6,0,-11,-1.7,10,1,5,3,18,-7
COC(=O)c1c(NC(=O)CN2CCC3(O)CCCCC3C2c2ccc(OC)cc2OC)sc(C)c1C (stereo not given),-2,5,-10,-7,0.8,5,9,-10,.,7,24
O=c1c([N+](=O)[O-])c(NCCN2CCCCCC2)c2ccccc2n1-c1ccccc1,0,5,0,-7,-0.8,6,-3,5,9,9,0
CCOC(=O)c1c(NC(=O)CC)sc2c1CCN(Cc1ccccc1)C2,-16,3,27,-6,-0.4,16,-10,7,.,3,5

# Single entries from the results shown.
# iPSC survival up result of `CC1CCCN(Cc2nc(Cc3ccccc3Cl)no2)C1` (stereo not given) is entered as -0.3
# HIF-2a block result of `Cc1ccc(NC(=O)Cn2nc(-c3ccccc3Cl)ccc2=O)c(Br)c1` is entered as 20

# Going on with the list:
SMILES,KKLEB tox,NR2E3 ag-1,CF NFkB inh,EBV LMP1 NFkB,iPSC survival up,Shn3 3UTR inh,TRAIL sens C8,NR2E3 ag-2,MITF TRPM1 inh,HIF-2a block,Peg3 prom inh
Cc1cc(C)cc(C(=O)Nc2ccc3[nH]c(=O)[nH]c3c2)c1,4,5,5,-13,2.0,5,-1,-11,1,11,13
C[C@H](CO)N1C[C@H](C)[C@H](CN(C)S(C)(=O)=O)Oc2c(cccc2N(C)C)C1=O,-2,.,-26,-1,2.9,6,4,12,-4,4,-1
C=CCC[C@H](Cc1ccc(F)cc1)C(=O)OC[C@@H](C)NC(=O)[C@@H](CC=C)CC(=O)N[C@H](CO)Cc1ccccc1,-2,.,0,6,-1.6,1,-6,18,6,3,10
O=C(NCCS(=O)(=O)N1CCN(c2ccccc2)CC1)c1ccc(Br)o1,-10,2,31,1,0.1,-6,0,31,11,9,2
CCOC(=O)c1sc2nc(C3CC3)cc(-c3ccc(F)cc3)c2c1N,-27,2,32,15,-1.7,6,13,-27,9,-4,0
C=C1CCN(C(C(=O)OC)C(C)C)S(=O)(=O)c2ccccc21 (stereo not given),0,3,13,-1,-0.7,-5,0,-2,4,10,18
COc1ccc(Cl)cc1-c1nc(N)nc(N(C)C)n1,7,-2,-17,7,1.6,7,-1,8,0,3,5
CC1(C)Cc2c(c(N3CCOCC3)nc3sc4c(NN)ncnc4c23)CS1,-32,1,42,29,-3.5,75,32,-27,19,39,43
COC(=O)c1[nH]c2ccc(C)cc2c1NC(=O)C1=COCCO1,-10,1,13,-8,-0.9,3,17,-3,-3,4,6
O=C(Nc1cccs1)Nc1c(F)cc(F)cc1Br,1,4,4,4,0.0,29,7,8,6,-1,6
C=C(C)CNC(=O)c1ccc(OC2CCN(S(=O)(=O)N(C)C)CC2)cc1,-10,1,-4,-12,1.9,-7,3,-35,-8,-70,-39
CCN1C(=O)c2ccccc2Sc2ccc(C(=O)NCCN3CCOCC3)cc21,-10,1,13,2,0.8,13,2,7,.,10,13
COC(=O)c1ccn(Cc2ccccc2Cl)n1,4,.,12,-16,-0.1,-42,13,-27,-53,-227,-144
O=C(CCC(=O)N1CCOCC1)NCc1cccc(C(F)(F)F)c1,-13,4,-22,0,-0.4,2,-8,0,-3,7,14
Cc1ccc(NC(=O)COC(=O)CSC(=S)N2CCOCC2)cc1C,-7,0,-4,-12,-0.6,-2,-3,0,-23,9,-2
O=C(c1cc(S(=O)(=O)N2CCCCC2)ccc1N1CCOCC1)N1CCN(Cc2ccccc2)CC1,0,-2,-9,-1,-2.4,-2,3,12,2,25,20
COc1cccc(C(c2ccccc2)N2C3CCC2CN(S(=O)(=O)c2ccc(F)cc2)CC3)c1 (stereo not given),-19,-1,23,0,-0.2,39,-3,-17,4,11,12
CN1C(=O)c2oc3ccccc3c(=O)c2C1c1ccncc1 (stereo not given),-2,6,-6,0,-1.8,1,19,-9,-2,16,7
CCN(CC)C(=O)c1ccc(-c2nnc(Nc3ccc(C(=O)NC)cc3)c3ccccc23)cc1,3,1,0,6,-0.5,-2,3,7,11,20,40
CC(C)CC(N)c1cn([C@@H](CCC(=O)O)C(=O)N2CCNCC2)nn1 (stereo not given in full),8,0,-19,-1,0.6,-3,2,-13,-4,5,-8
COC(=O)c1ccccc1NC(=O)CCCOc1cc(=O)n(C)c2ccccc12,0,.,-68,.,-1.9,-7,-17,-38,.,-50,-12
CN(Cc1ccccc1)C(=O)CCN1C(=O)c2cccc([N+](=O)[O-])c2C1=O,3,.,-5,-2,0.1,-23,-6,-23,.,3,23
Cn1cccc1/C=C1\SC(=Nc2ccccc2)NC1=O,4,-4,12,-23,-0.8,-103,10,-90,-9,-262,-268
Cn1ccc(NC(=O)c2ccc(Cl)cc2Cl)n1,4,4,8,-3,-2.2,-56,16,-63,-82,-170,-203
COc1cc(/C=N/NC(=O)C(N)=O)cc(OC)c1O,6,1,-16,-1,-0.8,-10,-6,-18,15,17,7
O=C(CSc1ccc2ccccc2n1)NCCC1=CCCCC1,17,6,-2,7,0.1,-2,-17,-36,0,-4,10
O=C(CSc1nnc(-c2ccco2)n1-c1ccccc1)N1CCN(C(=O)c2ccco2)CC1,1,2,3,0,2.0,18,-5,-16,35,11,13
CCn1ccc(C(=O)Oc2ccc(C(C)C)cc2)n1,-8,4,-5,-11,1.1,3,-22,5,-31,-15,-16
CCC(CO)Oc1cc(NCc2ccccc2O)c2ncn(C(C)C)c2c1 (stereo not given),0,.,16,14,0.0,16,16,-3,49,3,11
CCc1c(C)nc(N)n2c(SCC(=O)N3CCCC(C)C3)nnc12 (stereo not given),5,0,-7,-3,5.0,4,-3,0,1,2,-4
CCOC(=O)Cn1c(=O)c(-c2ccccc2NCc2ccccc2)nc2ccccc21,-14,1,14,3,2.9,-4,0,-7,10,7,25
CN(CC(=O)NCc1ccco1)CC(=O)Nc1ccc(F)c(F)c1F,9,.,4,-7,7.2,-1,-6,10,0,13,7
COC(=O)c1[nH]c(C)c(/C(O)=C2\C(=O)C(=O)N(CCN(C)C)C2c2cccs2)c1C (stereo not given),-9,5,-2,1,5.2,-9,-5,-6,1,12,-10
CCOC(=O)Cn1c(=O)cc(C)c2cccc(C)c21,-4,-1,3,-4,-0.9,-27,-3,-5,-2,17,2
